# Assay outcomes deposited in PubChem BioAssay by National Center for Advancing Translational Sciences (NCATS).
# rTrxR1 inhibitor: rat TrxR1 inhibition; O89049; Potency, µM (titrated, usually from 114 µM), for the others: at the highest dose activity change, negative = inhibition, usual class: inhibitors; 390,000 compounds, 1% hits; recombinant rTrxR1, NADPH fluorescence consumption, selenite substrate; also: potency is read from the fitted curve at half-maximal effect; % is scaled to controls: 0 for no effect and ±100 for the full control effect; nearly all actives have a fitted effect of over 65% in size
#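 Rat TrxR1 (90 nM in the dispensed reagent) was pre-reduced with 400 uM NADPH for 5 min at room temperature, then incubated with compound for 15 min. After 400 uM selenite was added, NADPH fluorescence (Ex 340/Em 450 nm) was followed for 8 min.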
# D2 antagonist: D2 dopamine receptor (human) antagonism | inhibition, % at 10 µM | 340,000 compounds, 2% hits | HEK293 TREx D2 cells, calcium flux, dopamine EC80; in the data active = inhibition above about 30%; also: 0% is about no effect
#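 Overnight-induced (tetracycline, 30 C) HEK293 T-REx cells carrying force-coupled D2 receive a no-wash calcium dye, then compound, then EC80 dopamine at 180 s; signals are read kinetically throughout.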
# TrxR1 substrate: substrates of rat thioredoxin reductase 1; O89049; purified TrxR1 substrate turnover, NADPH consumption readout; Potency, µM (doses to about 114 µM), for the others: top-dose activity change, negative = substrate turnover; 390,000 compounds, 0.01% hits; AID 588456; also: potency is read from the fitted curve at half-maximal effect; % is scaled to controls: 0 for no effect and ±100 for the full control effect; nearly all actives have a fitted effect of over 50% in size
#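 Rat TrxR1, dispensed at 90 nM, was prereduced with 400 uM NADPH (final) for 5 min at ~22 deg C, then incubated with compound 15 min before 400 uM selenite. A first-read NADPH fluorescence drop versus no-compound background flagged substrates.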
# TRHR PAM: allosteric enhancers of human TRH receptor | TRHR cells, fluo-8 calcium fluorescence, EC20 TRH enhancement | enhancement, % at 2 µM | 360,000 compounds, 0.66% hits | AID 493056; in the data active = enhancement above about 30%; also: 0% is about no effect
#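 TRHR-expressing cells loaded with fluo-8 calcium dye were read kinetically (ex 480/em 530) during compound addition, then stimulated with an EC20 of TRH (10 nM final). Enhancement of the Gq-mediated intracellular calcium response was scored.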
# PI4K2A block: blocks human PI4K2A kinase activity; 420,000 compounds, 0.13% hits; purified PI4K2A, ADP-Glo luminescence, 1 h; active compounds read low; AID 1346378; activity change, negative = inhibition, % at 76.9 µM; in the data active = activity change below about -50%; inconclusive = mostly about -30% to -49%;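 also: -100% = wells without enzyme as full effect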
# Target sequence (Q9BTU6 whole entry, looked up): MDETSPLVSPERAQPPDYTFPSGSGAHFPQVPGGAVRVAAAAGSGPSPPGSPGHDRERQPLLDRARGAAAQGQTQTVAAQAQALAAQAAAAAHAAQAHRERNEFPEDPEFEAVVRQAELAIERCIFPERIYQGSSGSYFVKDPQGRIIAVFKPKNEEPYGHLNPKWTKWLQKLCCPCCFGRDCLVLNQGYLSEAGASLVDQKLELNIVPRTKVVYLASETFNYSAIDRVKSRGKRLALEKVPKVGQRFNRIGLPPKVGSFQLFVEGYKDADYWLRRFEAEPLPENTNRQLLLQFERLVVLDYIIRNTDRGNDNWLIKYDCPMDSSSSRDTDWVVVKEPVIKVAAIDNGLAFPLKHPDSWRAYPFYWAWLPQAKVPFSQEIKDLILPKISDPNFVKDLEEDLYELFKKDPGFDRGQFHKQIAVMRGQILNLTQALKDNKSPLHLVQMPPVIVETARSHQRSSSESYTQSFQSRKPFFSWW
#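 In this quantitative HTS, ADP production by PI4K2A was quantified luminescently after 1 h at ambient temperature; 100 microM adenosine served as plate-quality control.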
# IDH1 R132H inh: human IDH1 R132H inhibition | O75874 | IDH1-R132H enzyme, NADPH consumption, diaphorase/resazurin fluorescence | Potency, µM (titrated, usually from 76.6 µM), for the others: at the top dose activity change, negative = inhibition, most hits filed as inhibitors | 390,000 compounds, 0.093% hits | AID 602179; also: potency is read from the fitted curve at half-maximal effect; % is scaled to controls: 0 for no effect and ±100 for the full control effect; nearly all actives have a fitted effect of over 65% in size
# Target sequence (O75874 whole entry R132H, stated change not applied): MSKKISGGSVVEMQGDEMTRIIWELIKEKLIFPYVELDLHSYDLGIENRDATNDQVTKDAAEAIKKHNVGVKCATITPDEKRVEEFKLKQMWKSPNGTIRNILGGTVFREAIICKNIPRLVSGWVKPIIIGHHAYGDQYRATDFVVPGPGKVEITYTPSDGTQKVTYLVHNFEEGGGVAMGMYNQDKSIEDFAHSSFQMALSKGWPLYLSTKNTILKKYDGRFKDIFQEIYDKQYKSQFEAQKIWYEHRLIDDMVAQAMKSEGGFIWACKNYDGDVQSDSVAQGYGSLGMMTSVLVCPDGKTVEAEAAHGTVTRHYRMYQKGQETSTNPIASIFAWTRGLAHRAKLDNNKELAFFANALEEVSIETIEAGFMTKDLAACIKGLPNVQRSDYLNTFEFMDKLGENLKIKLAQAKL
#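 IDH1-R132H (0.5 ug/mL dispensed) in pH 7.5 Tris buffer was preincubated 30 min with compound, then given a substrate mix of 0.016 mM NADPH and 2 mM alpha-KG for 80 min at room temperature; remaining NADPH was read by diaphorase/resazurin fluorescence.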
# TRHR ag: TRH receptor (human) agonism. TRHR cells, calcium flux fluo-8, FDSS agonist mode. activation, % at 2 µM. 360,000 compounds, 0.18% hits; in the data active = activation above about 30%; also: 0% is about no effect
#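 Fluo-8-loaded TRHR cells; 10 s baseline, compound added, kinetic Ca2+ fluorescence read 1/s, agonist mode.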
# D2 ag: activates the human D2 dopamine receptor. P14416. HEK293 T-REx D2 cells, calcium flux agonist mode. activation, % at 2 µM. 340,000 compounds, 0.53% hits. AID 485358;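 active = activation over 3 SD above normal in the single-dose calcium agonist read, cut at about 30% in these data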; also: 0% is about no effect
#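 Agonism is scored from calcium flux in a force-coupled, inducible HEK293 cell line expressing D2, read kinetically for 180 s after compound addition against dopamine controls.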
# USP1-UAF1 inh: inhibitors of human USP1/UAF1 deubiquitinase; Potency, µM (top dose mostly 57.1 µM), inactives show top-dose activity change, negative = inhibition, hits mostly inhibitors; 390,000 compounds, 0.23% hits; O94782; recombinant USP1/UAF1, Ub-Rhodamine cleavage fluorescence; also: potency is read from the fitted curve at half-maximal effect; % is scaled to controls: 0 for no effect and ±100 for the full control effect; nearly all actives have a fitted effect of over 60% in size; inactives centre near -12
#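 Step one: compound is pinned into 1nM USP1/UAF1 in HEPES pH 7.8 buffer with TCEP. Step two: 15 min room-temperature incubation. Step three: Ub-Rho (150nM final) starts cleavage, tracked by fluorescence over six one-minute reads.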
# The depositor's hits bear a star; ? = inconclusive; . = not tested or not shown; [ ] = remark or other dose. Unless noted, calls follow the shape of the dose curve; as a rule, active = well fitted inhibition curve with a large enough effect; inconclusive = small, poorly fitted or top-dose-only effect; inactive = no such curve, though single readings can be large or run the other way.
SMILES,rTrxR1 inhibitor,D2 antagonist,TrxR1 substrate,TRHR PAM,PI4K2A block,IDH1 R132H inh,TRHR ag,D2 ag,USP1-UAF1 inh
N#Cc1cccc(NC(=O)C2CCN(c3ncccn3)CC2)c1,21%,.,9%,0,-3,6%,-2.0,.,-23%
COc1ccc(/C=N/NC(=O)C(C)N(c2ccc(OC)cc2)S(C)(=O)=O)cc1 (configuration not stated),20%,0,-3%,0,5,3%,-0.8,-0.3,-8%
COc1ccc(OC)c(NC(=O)CNC(=O)Cn2ccc3ccccc3c2=O)c1,5%,.,-1%,-1,4,7%,-0.2,.,-26%
O=C(c1cccc(S(=O)(=O)Nc2ccc(F)cc2)c1)N1CCCC1,16%,-7,5%,3,-10,3%,0.4,0.1,-19%
Clc1ccc(C=NNc2ccccn2)c(Cl)c1,14%[11.4 µM],.,13%[57.1 µM],.,5,-2%,.,.,-18%
O=C(CCc1nnc2ccc(NCc3ccc(F)cc3)nn12)NC1CCCC1,9%,-2,2%,-3,-6,-2%,0.6,0.0,-12%
CN1CCN(C2=Cc3ccccc3Sc3cc(F)c(F)cc32)CC1,-17%,-24,-13%,5,2,10%,-0.3,-1.6,-12%
Cc1cccc(NS(=O)(=O)c2ccc(C)c(C(=O)OCC(=O)Nc3cc(C)on3)c2)c1,16%[57.1 µM],-11,-5%,-7,-1,1%,0.2,0.3,-15%
CC(=O)CCc1oc2ccc(C)cc2c1Cc1ccccc1,8%,14,8%[57.1 µM],-1,4,2%,0.4,-0.2,-8%
CCNC(=O)C(=O)N1CCC2(CC1)OCCN2S(=O)(=O)c1ccc(C)cc1,0%,6,-4%,-4,0,1%,0.5,0.5,-7%
C=C(C)c1cccc(C(C)(C)NC(=O)N2CCC(C(N)=O)CC2)c1,34%[57.1 µM],2,-12%[57.1 µM],7,0,5%,-0.7,-0.2,-6%
CC(C)(c1ccccc1)c1ccc(OCCCNCCO)cc1,?,12,12%[57.1 µM],6,2,6%,6.0,0.6,-22%
CCC(C)c1c(N)n(S(=O)(=O)c2ccc(C)cc2)oc1=O (configuration not stated),7%[2.29 µM],.,5%[57.1 µM],.,0,15%,.,.,-19%
O=C(N/N=C/c1sc2ccccc2c1O)c1cccc2ccccc12,1%[57.1 µM],-1,-9%,5,7,2%,5.7,5.3,?
CCc1ccc(CNC(=O)c2cnc3c(C)cccn3c2=O)cc1,-1%[57.1 µM],.,19%[57.1 µM],-3,-1,2%,0.9,0.0,-18%
CC(=O)Nc1ccc(NC(=O)C/C(C)=N/NC(=O)C(=O)N2CCCC2)cc1,-4%[57.1 µM],0,1%[57.1 µM],6,3,1%,0.5,1.7,-14%
Cc1ccc(CCNC(=O)c2ccc(NC(=O)N3CC(C)Sc4ccccc43)cc2)cc1 (configuration not stated),11%,.,1%,16,0,-3%,0.9,0.5,-11%
C=CCn1c(SCc2c(C)noc2C)nc2ccccc2c1=O,22%,10,-5%,6,2,3%,-0.6,-0.6,-6%
COc1ccc(Cn2c(O)cc(=O)[nH]c2=O)cc1,-9%[11.4 µM],20,-5%[11.4 µM],0,-1,-6%,1.0,0.8,2%
NC(=S)NN=C(Cc1ccccc1)Cc1ccccc1,11%[57.1 µM],-8,-2%[57.1 µM],-1,0,2%,-0.9,-0.2,-21%
COC(C[C@@H](O)[C@H](C)[C@H](O)COCc1ccccc1)OC,15%,12,-3%,0,1,-1%,-0.1,-0.5,-7%
CC(=O)OC1CCC2(C)C3CCC4(C)C(C(C)=O)CCC4C3CC3OC32C1 (configuration not stated),-5%[2.29 µM],.,12%[57.1 µM],.,7,0%,.,.,-5%
Cn1nccc1NC(=O)Nc1ccc(Cl)cc1,13%,43*,5%,1,-10,13%,1.2,-0.1,-14%
CNc1ccccc1C(C)(C)c1ccn[nH]1,1%,.,-4%,-3,2,8%,0.0,.,-21%
Cc1cccc(-n2nnnc2SCC(=O)NCC2CCCO2)c1 (configuration not stated),16%,-4,-4%,-3,-6,0%,0.3,-0.4,-5%

# The list goes on (5 carried over from the part before).
SMILES,rTrxR1 inhibitor,D2 antagonist,TrxR1 substrate,TRHR PAM,PI4K2A block,IDH1 R132H inh,TRHR ag,D2 ag,USP1-UAF1 inh
COC(C[C@@H](O)[C@H](C)[C@H](O)COCc1ccccc1)OC,15%,12,-3%,0,1,-1%,-0.1,-0.5,-7%
CC(=O)OC1CCC2(C)C3CCC4(C)C(C(C)=O)CCC4C3CC3OC32C1 (configuration not stated),-5%[2.29 µM],.,12%[57.1 µM],.,7,0%,.,.,-5%
Cn1nccc1NC(=O)Nc1ccc(Cl)cc1,13%,43*,5%,1,-10,13%,1.2,-0.1,-14%
CNc1ccccc1C(C)(C)c1ccn[nH]1,1%,.,-4%,-3,2,8%,0.0,.,-21%
Cc1cccc(-n2nnnc2SCC(=O)NCC2CCCO2)c1 (configuration not stated),16%,-4,-4%,-3,-6,0%,0.3,-0.4,-5%
N#Cc1nccnc1S(=O)(=O)c1cccs1,0.32µM*,.,9%[57.1 µM],-12,6,5%,1.4,.,6%
O=C(O)COc1ccc(/C=N/NC(=O)c2cccc3ccccc23)cc1,10%[57.1 µM],1,-2%[57.1 µM],10,0,1%,-0.5,-0.8,-16%
CN(C)c1cccc(C(=O)NCCCSc2ccccc2)c1,-6%,-4,-4%,-9,6,4%,-0.8,-1.1,-25%
Cn1c(SCC(=O)NCC2CCCO2)nnc1-c1ccco1 (configuration not stated),9%,-18,2%,-2,-2,-5%,0.0,0.1,-21%
Cc1ccc(Cn2c(=O)n(Cc3ccc(Cl)cc3)c(=O)c3cccnc32)cc1,117%,.,44%[activator],2,3,-14%,-0.1,.,-12%
CCCCc1nc(SCC(=O)N2CCOCC2)c2c(=O)n(C)c(=O)n(C)c2n1,-3%,-11,-3%,2,-1,-12%,0.5,0.5,-11%
O=C(COC(=O)CN1C(=O)NC2(CCCC2)C1=O)NCc1ccc(Cl)cc1Cl,-14%,.,-9%,.,-1,13%,.,.,4%
C#CC1CN(Cc2ccccc2)CC(C#C)N1C (configuration not stated),20%,-8,13%,-6,-9,10%,0.4,-0.4,-8%
COc1ccc(Cl)cc1NC(=O)CCN1C(=O)C2C3C=CC(C4CC34)C2C1=O (configuration not stated),-6%,-12,-5%,-5,0,5%,-0.4,0.2,-16%
COc1ccc(C)cc1NC(=O)N1CCN(S(=O)(=O)c2ccc3c(ccn3C)c2)CC1,-8%[57.1 µM],.,-5%[57.1 µM],-12,2,-12%,-0.5,.,?
CC(OC(=O)C1CCN(S(=O)(=O)c2ccc3c(c2)OCCO3)CC1)C(=O)NC1(C#N)CCCCC1 (configuration not stated),3%,.,-9%,.,2,-7%,.,.,1%
O=C(OC1CCOC1=O)c1cc(-c2cccc(Br)c2)nc2ccccc12 (configuration not stated),22%[57.1 µM],-10,5%[57.1 µM],3,-4,1%,1.5,0.3,-11%
CC(C)c1nc2scc(-c3ccc(Cl)cc3)c2c(=O)n1N,-17%,-11,-17%,-2,7,3%,-0.1,-0.7,-18%
CC(C)(C)NC(=O)C1CCN(C(=O)c2ccc(Br)cc2)CC1,1%,.,4%,10,1,7%,0.1,.,3%
CCc1ccc(CNC(=O)CCCN2C(=O)c3cccnc3Oc3ccc(Cl)cc32)cc1,4%,.,-7%,8,-5,-18%,-0.6,-2.3,-11%
CCCCOC(=O)Cn1cnc2ccc(Br)cc2c1=O,-6%,16,-7%,-5,0,5%,0.2,0.2,-22%
N=C1S/C(=C\c2ccc(O)cc2)C(=O)N1c1ccc(F)cc1,-1%[57.1 µM],5,-2%[57.1 µM],-1,4,0%,0.7,0.9,-17%
CCOC(=O)c1ccc(N(CC(=O)NCC2CCCO2)C(=O)CCC(=O)Nc2cc(C)on2)cc1 (configuration not stated),17%[57.1 µM],-23,6%[57.1 µM],-1,0,-4%,-0.1,0.3,-20%
CCCCS(=O)(=O)c1sc2nc3c(cc2c1N)CCCC3,29%,-2,26%,-4,0,14%,0.3,0.2,-9%
Cc1ccc(CNC(=O)CC2Oc3ccccc3NC2=O)cc1 (configuration not stated),6%,.,-4%,-1,-2,-14%,0.1,.,2%
O=C(NCc1ccccc1F)C1CCCN(c2cnccn2)C1 (configuration not stated),1%,-11,4%,2,-2,3%,-0.8,-0.5,-11%
COC(=O)C(=O)/C=C(\O)c1c(C)cc(C)cc1C,8%,-7,2%,-1,0,9%,0.1,-0.3,-27%
CC(=O)c1ccc(OC(C)C)c(CC(C(N)=O)C(N)=O)c1,4%[57.1 µM],13,9%[57.1 µM],9,-2,-7%,0.6,0.0,-3%
CCOC(=O)C1(Cc2ccc(Cl)cc2)CCN(C(C)Cc2ccc(O)c(OC)c2)CC1 (configuration not stated),28%,.,4%,-4,-4,6%,0.4,.,-20%
COc1ccc(C)cc1NC(C)C(=O)NC(=O)NC1CCCCC1 (configuration not stated),-9%,19,-18%,8,-1,-2%,-0.1,1.6,-8%
# The list continues:
SMILES,rTrxR1 inhibitor,D2 antagonist,TrxR1 substrate,TRHR PAM,PI4K2A block,IDH1 R132H inh,TRHR ag,D2 ag,USP1-UAF1 inh
Cc1nnc(SCC(=O)c2ccc(S(=O)(=O)N3CCOCC3)cc2)n1-c1ccccc1,?,9,4%,-9,-5,0%,-0.2,0.6,-6%
CC(CN1CCCCC1)OC(=O)c1ccccc1F (configuration not stated),19%,-24,-1%,-1,0,5%,0.3,0.4,-15%
CCN1C[C@@H]2[C@@H]3C(=O)N(Cc4ccccc4)C(=O)[C@@H]3[C@](C)(C(=O)OC)N2C1=NC,-5%,.,0%,.,-2,15%,.,.,-21%
COc1ccccc1CCC(=O)N(C)CC(=O)Nc1ccc(F)cc1,11%,-17,-1%,-2,5,-9%,1.8,1.3,-12%
COC(=O)c1sc(SC)c2c1CC(C)(C)C/C2=N/O,7%[57.1 µM],-3,-6%[57.1 µM],2,-1,-3%,0.0,2.7,?
O=C(COc1ccccc1)OCc1cc(=O)n2nc(-c3cccs3)sc2n1,18%[57.1 µM],.,0%[57.1 µM],3,-13,1%,0.1,-0.3,?

# Random draw from the library; 3.9% or so of the library scored in one or more.
